ASAP1 inh – ASAP1 ArfGAP inhibition; AID 624377; 0.19% of 360,000 active; Q9ULH1; ASAP1-stimulated ARF1 GTP hydrolysis, GDP FP detection; inhibition, % at 16.5 µM; in the data active means inhibition above about 25%;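 further: 0% = vehicle with enzyme and substrate and 100% = no enzyme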
Target sequence (Q9ULH1 325-724 limits assumed): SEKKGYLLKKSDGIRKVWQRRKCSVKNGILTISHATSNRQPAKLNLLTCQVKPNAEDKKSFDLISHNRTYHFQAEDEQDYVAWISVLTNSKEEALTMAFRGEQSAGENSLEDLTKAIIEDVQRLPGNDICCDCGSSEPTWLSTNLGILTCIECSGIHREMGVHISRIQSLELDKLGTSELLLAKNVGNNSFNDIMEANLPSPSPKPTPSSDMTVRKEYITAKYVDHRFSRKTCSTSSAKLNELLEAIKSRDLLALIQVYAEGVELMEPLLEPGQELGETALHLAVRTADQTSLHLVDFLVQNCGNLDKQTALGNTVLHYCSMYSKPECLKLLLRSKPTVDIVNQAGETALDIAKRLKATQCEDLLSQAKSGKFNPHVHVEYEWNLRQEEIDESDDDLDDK
PLCg1 inh – inhibitors of human phospholipase C gamma1; purified PLC-gamma1, fluorogenic substrate, fluorescence; P19174; 0.84% of 370,000 active; AID 720700; inhibition, % at 12.2 µM; in the data active means inhibition above about 9.5%
TDP2 absorb – blocks human TDP2 phosphodiesterase activity; O95551; recombinant TDP2, T5PNP hydrolysis, p-nitrophenol absorbance 415 nm; inhibition, % at 12.8 µM; 0.34% of 370,000 active; AID 720702;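 active means inhibition above the mean of all tested compounds plus 3 SD, set per campaign, cut at about 25% in these data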;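 further: 0% = DMSO with enzyme and 100% = buffer with substrate but no TDP2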
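System – recombinant human TDP2 · Quantity – TDP2 enzyme at 120 nM final · Doses – single concentration, 12.8 µM nominal, with 1% DMSO · Incubation – 2 h at 37 °C · Measured by – epi absorbance of p-nitrophenol freed from T5PNP by hydrolysis · Read-out – % inhibition relative to enzyme-containing and enzyme-free wells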
ARFGAP1 inh – inhibitors of rat ARFGAP1; Q62848; Arfgap1-stimulated ARF1 GTP hydrolysis, GDP FP detection; inhibition, % at 16.5 µM; 0.26% of 360,000 active; AID 651572;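 active means inhibition above a per-plate limit, mean inhibition of low control wells plus 3 SD, cut at about 25% in these data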;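 further: 0% = DMSO wells with enzyme and 100% = wells lacking Arfgap1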
Target sequence (Q62848 1-136 limits assumed): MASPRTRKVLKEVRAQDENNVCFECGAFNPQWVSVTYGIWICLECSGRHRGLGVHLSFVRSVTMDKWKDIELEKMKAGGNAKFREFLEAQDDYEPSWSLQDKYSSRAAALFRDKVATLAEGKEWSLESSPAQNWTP
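Material – truncated rat Arfgap1 GAP domain · Buffer or medium – HEPES-based buffer, pH 7.5 · Reagent – human ARF1(Δ1-17)-GTP substrate · Dosing – 16.5 µM single point, 1.26% DMSO · Schedule – GTP hydrolysis reaction 2 h at 25 °C · Technique – GDP detection by fluorescence polarization · Benchmarks – No-Arfgap1 wells (100%) versus DMSO full-reaction wells (0%) · Repeats – single replicate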
proKLK7 act – proKLK7 (human) activation, primary screen | 0.9% of 370,000 active | purified proKLK7, EDANS-DABCYL substrate fluorescence; 100% is mature enzyme control, 0% vehicle | activation, % at 7 µM | P49862;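 active means activation above the mean of all tested compounds plus 3 SD, computed per campaign excluding outliers beyond control limits, cut at about 13% in these data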
LEDGF integ inh – blocks HIV-1 LEDGF/p75-dependent DNA integration; TR-FRET IN-LEDGF/p75 DNA integration, Eu/Cy5; inhibition, % at 3.7 µM; 0.64% of 370,000 active;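 active means inhibition above the screen-wide mean plus 3 SD, cut at about 13% in these data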;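 further: signal is the Cy5 over europium emission ratio at 671 and 618 nm; 0% = plate median of compound wells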
Tn6 DDE FP – disrupts Tn6 cyclic peptide binding to fibrin D-Dimer-E complex; P02675; Fibrin DD(E) TRITC-Tn6 fluorescence polarization displacement; inhibition, % at 8.3 µM; 0.21% of 370,000 active; AID 720509;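 active means inhibition above a per-campaign cutoff: mean of compounds within control limits plus 3 SD, cut at about 15% in these data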;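 further: 0% = median of all compound wells on the plate and 100% = blocking peptide control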
Target sequence (P02675 whole entry, looked up): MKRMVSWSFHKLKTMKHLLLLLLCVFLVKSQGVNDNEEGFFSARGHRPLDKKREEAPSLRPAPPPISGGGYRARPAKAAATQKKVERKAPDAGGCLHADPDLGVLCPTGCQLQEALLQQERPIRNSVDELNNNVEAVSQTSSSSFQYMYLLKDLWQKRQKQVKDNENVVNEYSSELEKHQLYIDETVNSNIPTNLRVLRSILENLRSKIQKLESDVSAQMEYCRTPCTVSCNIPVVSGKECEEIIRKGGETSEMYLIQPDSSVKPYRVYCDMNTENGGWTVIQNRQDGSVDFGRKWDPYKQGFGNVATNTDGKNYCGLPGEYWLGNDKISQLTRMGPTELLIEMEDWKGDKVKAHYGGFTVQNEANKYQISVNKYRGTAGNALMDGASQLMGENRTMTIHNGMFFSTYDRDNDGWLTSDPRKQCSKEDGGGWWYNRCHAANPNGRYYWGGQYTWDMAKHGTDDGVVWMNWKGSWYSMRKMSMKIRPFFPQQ
Tn7 DDE FP – disrupts Tn7 cyclic peptide binding to fibrin D-Dimer-E complex | inhibition, % at 8.3 µM | 0.13% of 370,000 active | FP displacement of FITC-Tn7 peptide from fibrin DD(E); 0% = median of compound wells per plate | P02675;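 active means inhibition above the mean of compounds falling within the control limits plus 3 SD of them, cut at about 14% in these data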;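 further: 0% = plate median of compound wells and 100% = 10 µM Aha-Tn7 peptide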
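system = human fibrin DD(E) protein | quantity = DD(E) 2 µM final | medium = Tris/NaCl/CaCl2 buffer, pH 7.8 | also added = labelled Tn7 tracer, 0.1 µM | compound dosing = single point at 8.3 µM | timing = compound with protein 10 min, then 3 h after probe, room temperature | signal = FP measurement | benchmarks = Aha-Tn7 high control | repeats = one replicate per compound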
ADAM17 inh – ADAM17 inhibition, QFRET primary screen | recombinant ADAM17, EDANS/DABCYL FRET peptide cleavage | inhibition, % at 6.95 µM | 0.83% of 370,000 active | AID 720648;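 active means inhibition above the mean of compounds lying between control limits plus 3 SD, set per campaign, cut at about 8.5% in these data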;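 further: 0% = DMSO-only wells as the low control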
ADAM10 inh – inhibitors of human ADAM10. O14672. 0.62% of 370,000 active. inhibition, % at 7 µM. AID 720582. recombinant ADAM10, EDANS/DABCYL FRET peptide cleavage, 3 h;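 active means inhibition above a per-campaign cutoff equal to the mean of compounds falling between control-based bounds plus 3 SD, cut at about 20% in these data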;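 further: 0% = DMSO wells while the 100% control is not disclosed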
* = called active by the depositor; i = inactive; . = no result given. Random draw from the library; any-hit rate near 4.2%.

SMILES	ASAP1 inh	PLCg1 inh	TDP2 absorb	ARFGAP1 inh	proKLK7 act	LEDGF integ inh	Tn6 DDE FP	Tn7 DDE FP	ADAM17 inh	ADAM10 inh
O=C(O)c1ccc(NC(=O)c2cn(-c3ccccc3)nc2-c2ccc(Br)cc2)cc1	18	2	18	7	-0.7	0	-4	-1	1	7
N#CCCN(C(=O)COC(=O)CCC(=O)c1ccc(F)cc1)c1ccccc1	-9	4	0	-2	-0.4	-2	-3	-9	2	-12
CCc1cc(=O)oc2cc(C)cc(OCC(=O)NC(Cc3c[nH]c4ccc(O)cc34)C(=O)O)c12 (stereo not drawn)	12	-52	0	-2	3.5	0	7	3	-20	-92
CCOc1c2ccc(C(=O)NCc3ccco3)cc2nn1CC	9	-378	-2	5	22*	0	-2	-2	-125	i
CSCCC(NC(=O)c1ccco1)C(=O)N(C)CC(=O)Nc1ccccc1Br (stereo not drawn)	-12	0	-8	-16	0.9	-2	4	7	1	-1
CSc1ncc2[nH]c(C(O)c3ccccc3)nc2n1 (stereo not drawn)	-5	-10	-19	0	1.3	-1	3	-5	-18	-56
CCCCC(=O)Nc1ccc(NC(=O)c2cccnc2)cn1	-14	-1	-1	-17	0.1	-1	-9	-3	0	-2
COc1cc(NC(=O)C2(C)CCCN2C)cc(OC)c1OC (stereo not drawn)	2	2	-20	-1	0.0	10	4	-2	4	-11
CC(Sc1nc2ncc(Cl)cc2[nH]1)C(=O)c1c(N)n(C)c(=O)n(C)c1=O (stereo not drawn)	13	3	5	-1	0.1	-5	3	2	-7	-15
O=C(NCc1ccco1)C(=O)NCc1ccccc1Cl	2	2	3	5	0.3	-2	4	1	-6	-6
CC(C)CN(C(=O)COC(=O)C12CC3CC(CC(O)(C3)C1)C2)C1CCS(=O)(=O)C1 (stereo not drawn)	5	-3	4	-5	0.1	0	-6	9	-5	-5
CN1C(=O)c2ccc(C(=O)Nc3cccnc3)cc2C1=O	-2	-2	6	4	0.0	-1	-1	0	1	-7
Cc1ccccc1OCC(=O)NNC(=O)C1CCN(c2ncnc3sc(C)c(C)c23)CC1	-10	2	-8	-3	-0.2	-3	-2	6	-2	-3
Cc1noc(C)c1CSCC(=O)OCc1nc2ccccc2c(=O)n1CC#N	5	-10	-2	15	0.4	4	8	-5	-2	-4
CCCCC(=O)Nc1cc(OC)c(NC(=S)NC)cc1OC	12	2	2	4	-0.4	-5	-3	-4	-6	-8
CCOC(=O)C1CCN(C(=O)C2CCN(S(=O)(=O)c3cccc4nsnc34)CC2)CC1	-8	-1	11	2	-0.4	3	-1	0	-1	-5
O=C1CCN(CCc2ccccc2)CCN1[C@H](COc1ccccc1)Cc1ccccc1	-9	1	-1	-16	0.9	3	-3	-1	3	9
COc1ccc(/C=N/Nc2ccccc2C(=O)O)cc1	0	-3	-2	12	1.0	-3	3	1	-15	-21
CCN1C(=O)[C@@H]2[C@@H](c3ccc(-c4ccc5c(c4)OCO5)cc3)N3CCCC[C@@]3(C(=O)OC)[C@@H]2C1=O	9	-3	9	-4	-0.8	0	-6	-8	-2	6
CCC(=O)N1CCN=C1SCc1ccc(Cl)cc1	-12	2	5	-8	0.1	2	8	7	-2	-1
NC(=O)c1c(N)[nH]c(C(=O)c2ccccc2)c1-c1ccccc1	-5	-1	6	4	0.0	0	2	1	5	0
O=C(CSc1nnnn1C1CC1)N1CCN(c2ccccc2F)CC1	1	9	-20	11	0.1	5	-1	-5	7	-11
CCN(CC)CCNC(=O)Cn1cnc2sc(C)c(S(=O)(=O)N3CCN(c4ncccn4)CC3)c2c1=O	-9	-1	4	-4	-0.2	4	1	-8	-4	-1
COCCN(C(=O)COC(=O)c1oc2ccc(OC)cc2c1C)c1c(N)n(Cc2ccccc2)c(=O)[nH]c1=O	10	-103	-17	14	0.2	3	-3	2	-123	-336
CC1CCCCC1NC(=O)c1ccc(S(=O)(=O)NCc2ccco2)cc1 (stereo not drawn)	6	-1	-4	3	-0.2	6	4	-8	0	-6
CCOC(=O)C1(Cc2cccc(OC)c2)CCN(CC=C(C)C)CC1	-7	-2	-6	4	0.0	1	11	5	-3	4
O=S(=O)(NCc1c(Cl)cccc1Oc1ccccc1)c1ccc(F)cc1	-3	2	-5	8	0.3	1	-3	6	3	7
COc1ccc(OCC(=O)N2CCN(C(=O)c3cccs3)CC2)cc1	2	3	9	-6	0.1	1	1	0	-3	6
O=S(=O)(Oc1ccccc1C(=S)N1CCOCC1)c1ccc(Cl)cc1	1	2	-10	-4	-0.3	-1	7	7	-1	5
CC(=O)Nc1ccc(OC(=O)c2cccnc2)cc1	-15	6	-8	10	0.6	1	-4	1	1	10
O=C(N/N=C/c1ccccc1Cl)c1nc2ccc([N+](=O)[O-])cc2c(=O)[nH]1	1	-19	6	-10	0.2	-3	-11	5	-4	-11
CC(C)CC1=NN(C(=O)c2ccco2)C(O)(C(F)(F)F)C1 (stereo not drawn)	-3	-1	-1	2	0.6	-7	0	6	-5	-6
CCC(=O)Nc1c(C#N)c2nc3ccccc3nc2n1-c1ccccc1C	15	-365	3	-5	-39	-1	6	5	-285	i
CC(=O)Nc1ccc(S(=O)(=O)NNC(=O)CCc2ccccc2)cc1	-1	2	1	-1	0.1	0	3	-4	3	-4
CN1C(=O)/C(=N/OC(=O)c2ccccc2)c2ccccc21	0	9	-14	-13	-0.2	9	-13	-6	5	6
Cc1c(NC(=O)C2CCCN(S(=O)(=O)c3ccc(Cl)s3)C2)c(=O)n(-c2ccccc2)n1C (stereo not drawn)	.	0	-4	.	-0.1	-3	-10	6	-2	-15
O=C(c1ccccc1)C1CN(Cc2ccccc2)CCC1(O)c1ccccc1 (stereo not drawn)	5	-1	-10	-6	0.0	-2	0	-2	-4	-8
CCCCn1c2c(cc(C(=O)OC)c1=O)C(=O)CCC2	-3	-34	-1	-6	0.8	-6	-3	4	-20	-86
Cc1ccc(NC(=O)c2nccnc2C(=O)O)cc1C	1	2	8	10	-0.1	-4	-1	3	-2	-11
COc1ccccc1CC(O)CC1c2c(cc3c(c2OC)OCO3)CCN1C (stereo not drawn)	12	-4	-4	5	0.2	-2	3	4	3	1
Nn1c(SCC(=O)Nc2cccc3ccccc23)nnc1-c1cc(-c2ccc(F)cc2)n[nH]1	.	-1	5	.	0.4	-3	6	3	-1	-1
COc1ccc(CCNC(=O)C2CC(=O)N(c3ccc(C(C)(C)C)cc3)C2)cc1OC (stereo not drawn)	6	-2	4	12	0.7	-1	-2	-4	1	-2
COc1ccc(/C=N/NC(=O)c2cccc(NC(=O)c3ccc(F)cc3)c2)c(C(=O)O)c1OC	5	-12	3	-7	-1.1	-2	3	-1	-1	-15
CCc1nnc(NC(=O)c2ccc(-c3cccc(C(F)(F)F)c3)o2)s1	11	-6	-10	5	0.8	-1	11	-4	-12	-11
COC(=O)c1ccc(Cn2c(C)c(C(=O)NCc3cccc([N+](=O)[O-])c3)sc2=O)o1	5	0	0	5	-0.1	-4	-5	2	-2	-17
CCOc1ccccc1C(=O)NN1CCOCC1	-6	4	3	-2	-0.6	6	6	0	2	5
O=C(NCc1ccco1)C(c1ccccc1)N(C(=O)Cc1cccs1)c1cccnc1 (stereo not drawn)	-8	3	-4	-4	0.2	7	-7	4	-2	7
Cn1c(CN2CCCCC2)nc2cc(NS(=O)(=O)c3ccc(F)cc3)ccc21	12	2	-5	2	-0.3	-3	-1	6	-3	-9
CCOC(=O)N1CCC(=NNc2ccc(S(=O)(=O)N3CCOCC3)cc2[N+](=O)[O-])CC1	-5	-2	4	-1	0.1	-4	1	-2	0	-8
Cc1ccc(NC(=O)COC(=O)c2cc(Cl)cc(Cl)c2)c(Br)c1	-5	9	-13	-1	0.5	5	0	-7	4	10

The closing two entries of the part before open the next one:
SMILES	ASAP1 inh	PLCg1 inh	TDP2 absorb	ARFGAP1 inh	proKLK7 act	LEDGF integ inh	Tn6 DDE FP	Tn7 DDE FP	ADAM17 inh	ADAM10 inh
CCOC(=O)N1CCC(=NNc2ccc(S(=O)(=O)N3CCOCC3)cc2[N+](=O)[O-])CC1	-5	-2	4	-1	0.1	-4	1	-2	0	-8
Cc1ccc(NC(=O)COC(=O)c2cc(Cl)cc(Cl)c2)c(Br)c1	-5	9	-13	-1	0.5	5	0	-7	4	10
C/C(=N\NC(N)=S)c1ccc(Cl)s1	-1	2	3	0	0.5	-4	-1	-1	-4	-7
CCOc1ccc(NC(=O)NCc2cccnc2)cc1	-17	4	2	3	0.1	-1	3	-2	0	8
COC(=O)C1=C(C)NC2=C(C(=O)CCC2)C1c1cccs1 (stereo not drawn)	-9	-100	-6	2	0.6	2	-1	-1	-33	-92
CN(C)CCN1C(=O)c2ccccc2C1=O	7	5	-14	5	-0.1	-1	-1	-3	0	9
CCOC(=O)[C@]12CCCCC/C=C\1N(Cc1ccc(OC)cc1)C(=O)[C@H]2CC(=O)NCc1ccc(OC)c(OC)c1	.	2	8	.	0.7	-2	2	4	-2	-3
CCCCNC(=O)C(NS(=O)(=O)c1cccc2nsnc12)c1ccccc1 (stereo not drawn)	2	4	0	5	0.3	4	-3	-4	1	-1
CCOC(=O)C[C@H]1c2cc(F)ccc2S(=O)(=O)N1C(C)C	6	-2	0	-11	0.6	-1	2	7	-2	4
O=C1C=C[C@H]2CC[C@@H](O)[C@@H]1[C@@H]2Sc1ccccc1	.	10*	-1	.	0.1	0	10	8	-4	-1
O=C(NCc1nc2ccccc2[nH]1)C1=C[C@@H](c2csc3ccccc23)C[C@@H](OCc2ccc(CO)cc2)O1	16	-14	-1	2	0.1	3	-1	6	-2	-4
O=c1c2ccccc2n2nnnc2n1-c1ccccc1	-2	0	-8	-2	-0.3	-1	-8	0	1	-9

3 of the compounds above, with values under each structure.
The line under a structure holds: ASAP1 inh	PLCg1 inh	TDP2 absorb	ARFGAP1 inh	proKLK7 act	LEDGF integ inh	Tn6 DDE FP	Tn7 DDE FP	ADAM17 inh	ADAM10 inh
CN(C)CCN1C(=O)c2ccccc2C1=O
  7	5	-14	5	-0.1	-1	-1	-3	0	9
CCOc1ccc(NC(=O)NCc2cccnc2)cc1
  -17	4	2	3	0.1	-1	3	-2	0	8
CCCCNC(=O)C(NS(=O)(=O)c1cccc2nsnc12)c1ccccc1 (stereo not drawn)
  2	4	0	5	0.3	4	-3	-4	1	-1

Screens (PubChem BioAssay)
